# Screens (PubChem)
# Xi reactivation = reactivates the inactive X chromosome in mouse fibroblasts | XiGFP mouse fibroblasts, % GFP-positive cells imaging, 3 d; cells co-treated with 5-aza-dC sensitizer; scaled so ellipticine positive control = 100% | activation, % at 7.58 µM | hit rate 0.055% among 360,000 | AID 743238;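 active = mean normalized replicate activation at least 10% and every replicate at or above 10%; inconclusive = only one of the two criteria met; inactive = mean below 10% and not all replicates reach 10%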;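 also: 0% = median of on-plate neutral control wells and 100% = ellipticine 6 µM median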
#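 Schedule: 3 d treatment, 15 min room-temperature fixation; system: 68-5-11 XiGFP fibroblast line; buffer or medium: DMEM plus 5-aza-dC sensitizer; control set: ellipticine 6 µM positive control; compound: one concentration, pinned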
# EWS-Fli inh = blocks EWS/Fli oncoprotein-driven transcription; hit rate 0.67% among 350,000; inhibition, % at 12.6 µM; AID 651661; A673 NR0B1-luciferase reporter, viability-normalised;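 active = mean inhibition of at least 50% after viability correction, with every replicate also passing that limit; inconclusive = mean reaches 50% but only one of two replicates passes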;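 also: firefly luciferase signal divided by Alamar Blue viability fluorescence both relative to DMSO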
# PAX8 inh HTS = inhibitors of PAX8 transcriptional activity in RMG-I cells; AID 652154; hit rate 1.2% among 360,000; inhibition, % at 12.6 µM; RMG-I TPO-luciferase reporter, SteadyGlo, 24 h;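 active = mean replicate inhibition at least 60% with every replicate also reaching 60%; inconclusive = only one of the two criteria is met; inactive = mean below 60% and not all replicates reaching 60%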;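 also: luciferase light reporting Pax8 driven TPO promoter activity; plate controls were median of neutral control wells for no effect and mitoxantrone controls for full effect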
# ARNT-TACC3 inh = ARNT/TACC3 interaction disruption; hit rate 0.66% among 390,000; AlphaScreen His-ARNT PAS-B/GST-TACC3 binding, luminescence; TACC3 fragment carries E629A point mutation; inhibition, % at 9.99 µM; AID 623870;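 active = mean inhibition of replicates at least 50% and at least half of replicates each reaching 50%; inconclusive = half or more replicates reach 50% but mean below 50%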;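 also: 0% = complete ARNT plus TACC3 wells and 100% = ARNT alone without TACC3; many hits fall short of the cut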
# DENV2 CPE = DENV2-induced cell death inhibition; DENV2-infected cells, cytopathic effect rescue, plate reader; CPE inhibition, % at 9.99 µM; hit rate 1.7% among 350,000; AID 651640; in the data active = CPE inhibition above about 20%, passing the limit was not always enough; inconclusive = no clear call, values can overlap the other calls; tested in BHK-21 cells;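 also: 0% = median of neutral control wells and 100% = median of positive control wells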
# CFTR F508del cor = CFTR F508del correction in bronchial cells | CFBE cells, YFP halide quenching; stimulated with forskolin plus potentiator P3; % fluorescence drop versus neutral controls | activity (quench increase), % at 7.58 µM | hit rate 0.36% among 350,000;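 active = mean added fluorescence quench of at least 8% versus neutral control, with both replicates also reaching 8%; inconclusive = only one of the mean or replicate conditions met; inactive = mean below 8% and not both replicates reaching 8%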;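 also: cells transiently co-express mutant CFTR-F508del with the halide-sensitive YFP; corrector assay measuring rescue of mutant channel to the surface after 24 h compound exposure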
# GSIS activator = GLuc luminescence reporter in INS-1E cells, primary screen for activators of glucose-dependent secretion of insulin | activation, % at 16.6 µM | INS-1E GLuc reporter insulin secretion, 2-3 h | hit rate 0.61% among 370,000;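 active = lowest replicate activation of at least 40%, so every replicate reaches that level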;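 also: 0% = median of neutral control wells and 100% = median of IBMX positive control wells; some compounds called inactive have numbers as strong as hits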
# ERp5 block = blocks human ERp5 reductase activity on insulin; ERp5 insulin aggregation, absorbance 650 nm, 90 min; inhibition, % at 9.99 µM; hit rate 0.05% among 350,000; AID 651711;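 active = mean replicate inhibition above about 25%, with every replicate also reaching it, limit read from the data, passing the limit was not always enough; inconclusive = only one of those two criteria met; inactive = neither criterion met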
# Target sequence (Q15084 whole entry, looked up): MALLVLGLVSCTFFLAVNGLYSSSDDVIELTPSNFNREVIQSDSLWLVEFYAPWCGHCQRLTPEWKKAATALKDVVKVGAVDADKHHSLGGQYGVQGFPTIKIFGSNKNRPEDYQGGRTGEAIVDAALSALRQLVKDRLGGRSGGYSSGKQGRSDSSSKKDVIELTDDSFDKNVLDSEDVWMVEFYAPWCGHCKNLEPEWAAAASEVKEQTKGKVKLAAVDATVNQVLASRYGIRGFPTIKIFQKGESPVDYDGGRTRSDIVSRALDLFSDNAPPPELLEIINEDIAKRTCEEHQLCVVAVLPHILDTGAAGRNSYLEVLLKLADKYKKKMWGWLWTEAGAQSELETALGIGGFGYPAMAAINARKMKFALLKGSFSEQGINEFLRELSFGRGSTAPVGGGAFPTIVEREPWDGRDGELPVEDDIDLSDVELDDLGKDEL
# An asterisk follows results filed as active; ? = inconclusive; nt = not tested or not shown.
SMILES,Xi reactivation,EWS-Fli inh,PAX8 inh HTS,ARNT-TACC3 inh,DENV2 CPE,CFTR F508del cor,GSIS activator,ERp5 block
CN(C)c1ncnc2c1nnn2C1OC(CO)C(O)C1O (stereo not drawn),0.3,26,91*,nt,-9,2.0,2,7
COc1cccc(-c2ccc(SCC(=O)NC3CCCC3)nn2)c1,0.0,nt,28,-6,-4,-0.2,-1,12
CCCCNc1nc(C)c(C(C)=O)cc1C#N,0.0,1,-15,-1,16,1.4,-5,2
CC(C)(C)NC(=S)NCc1ccco1,0.1,0,12,4,2,nt,-9,2
Cc1ccc(CN(C)c2nc(-c3cccnc3)nc3ccccc23)o1,0.0,23,16,4,?,0.9,-47,2
C[C@H](CO)N1C[C@H](C)[C@@H](CN(C)C(=O)Nc2ccc3c(c2)OCO3)Oc2ccc(NS(=O)(=O)c3ccc(Cl)cc3)cc2CC1=O,-0.4,-3,12,nt,nt,-2.7,6,nt
Cc1ccccc1C(=O)O,nt,4,nt,nt,1,-1.1,-6,2
CC1=NN(C(=O)CSCc2ccccc2)C(O)(c2ccccc2)C1 (stereo not drawn),0.0,-8,0,0,8,-1.2,3,6
CCCCn1c(=O)[nH]c(=O)c2c1nc(-c1ccc(C)c([N+](=O)[O-])c1)n2CC,0.1,12,20,-12,3,-0.2,28,-4
COc1ccccc1NC(=O)N1CCCCN2[C@H](CO)[C@@H](c3ccc(C#CC4CCCC4)cc3)[C@@H]2C1,0.0,-1,0,16,36*,3.5,4,6
Cc1cc(C)nc(NC(=O)c2cnc3sccn3c2=O)n1,0.4,3,7,-1,-8,1.5,7,3
COc1ccc(NC(=O)c2cc3c(=O)n4ccccc4nc3n2C)cc1OC,0.0,-8,-21,17,-6,0.2,-5,-4

# Reprinted from the part before: 2 entries; new compounds follow.
SMILES,Xi reactivation,EWS-Fli inh,PAX8 inh HTS,ARNT-TACC3 inh,DENV2 CPE,CFTR F508del cor,GSIS activator,ERp5 block
Cc1cc(C)nc(NC(=O)c2cnc3sccn3c2=O)n1,0.4,3,7,-1,-8,1.5,7,3
COc1ccc(NC(=O)c2cc3c(=O)n4ccccc4nc3n2C)cc1OC,0.0,-8,-21,17,-6,0.2,-5,-4
COC(=O)C1=C(C)N(Cc2ccccc2)C(=NCc2cccc(C(F)(F)F)c2)N[C@H]1c1cccc(F)c1,-0.4,39,59,9,-7,0.8,1,1
O=C1OC(CN2CCOCC2)CN1N=Cc1ccc([N+](=O)[O-])o1 (stereo not drawn),-0.1,9,-1,-1,-4,4.0,nt,-1
CCCNC(=O)N1CC2(C1)CN(Cc1ccc(F)cc1)[C@H](CO)c1[nH]c3cc(OC)ccc3c12,0.0,-2,8,nt,-4,0.7,-18,0
COC(=O)C1CC(O)C(O)C(O)C1 (stereo not drawn),nt,0,nt,-5,-13,2.1,nt,3
CC(C)c1ccccc1NC(=S)NCCCn1ccnc1,0.1,-14,9,-16,0,1.0,9,0
N=C1C(c2nc(-c3ccc(Cl)cc3)cs2)=C(O)CN1NC(=O)c1ccc(O)cc1,0.0,-29,-50,0,-1,-2.7,-3,2
N#C/C=C/N1CCC(Cc2ccccc2)CC1,0.1,-3,0,8,1,-0.3,7,5
O=C(O)C1C2C=CC3(CN(C/C=C/c4ccccc4)C(=O)C13)O2 (stereo not drawn),nt,nt,-3,0,nt,nt,1,-5
CCOc1ccc(N(CC(=O)NCc2ccco2)C(=O)CCC(=O)Nc2nccs2)cc1,0.0,7,1,nt,-9,-0.6,0,-1
Clc1ccc(-c2cc(-c3ccccc3)on2)cc1,0.0,-107,-240,0,nt,-0.2,12,nt
COc1ccc(CNC(=O)C2CCN(C(=O)Cc3ccccc3)CC2)cc1,0.0,-1,8,-17,1,-1.4,-11,-2
CC(=O)c1ccc(OCC(O)CN2CCN(CCO)CC2)cc1 (stereo not drawn),-0.1,-6,-8,-9,5,0.6,0,1
COc1ccccc1NCC(=O)NN=C1CCS(=O)(=O)c2ccc(F)cc21,0.0,-3,0,-15,-6,-0.2,-2,2
CC(=O)c1c(C)[nH]c(C(=O)CN2CCN(S(=O)(=O)c3ccccc3[N+](=O)[O-])CC2)c1C,0.0,11,7,nt,-4,0.6,-12,-30
CCOc1cc(-c2sc(Nc3ccc(CC)cc3)n[n+]2-c2ccccc2)ccc1OC,0.0,9,13,-1,-15,-0.9,-1,0
Cc1ccccc1S(=O)(=O)Cc1ccc(C(=O)N(C)C2CCCCC2)o1,0.0,4,-10,10,-7,0.0,-5,0
Cc1nc(/C(N)=N/OC(=O)c2ccc(Cl)cc2)c(C(F)(F)F)o1,-0.1,-7,4,-1,6,1.0,12,4
CCC1CCC(C(=O)NC(C(=O)NCCCN2CCCCC2C)C(C)C)CC1 (stereo not drawn),-0.4,6,-23,-3,5,-0.6,-1,4
O=C(Nc1ccc(Cl)cc1N1CCOCC1)C1CCCCC1,0.0,6,13,nt,11,-0.2,0,4
O=C([C@@H]1[C@@H](CO)[C@@H]2Cn3c(cccc3=O)[C@H]1N2S(=O)(=O)c1ccccc1F)N1CCOCC1,0.2,5,-12,-5,-1,nt,-1,-4
COc1ccc(NC(=O)N(C)C[C@H]2OCCCC[C@@H](C)Oc3ccc(NS(=O)(=O)c4ccc(Cl)cc4)cc3C(=O)N([C@@H](C)CO)C[C@H]2C)cc1,0.3,6,0,-3,?,2.3,6,2
COc1ccc2c3c(n(C)c2c1)[C@H](CO)N(S(=O)(=O)c1ccc(C)cc1)CC31CCN(C)CC1,0.0,1,3,nt,-1,-0.4,1,-4
CCOC(=O)C1(C(F)(F)F)N=C(C(F)(F)F)Nc2ccccc21 (stereo not drawn),nt,17,nt,0,6,1.7,4,-3
O=C(NCCc1ccccc1)C1CC(=O)N(c2ccc3c(c2)OCCO3)C1 (stereo not drawn),0.0,-5,-14,5,6,-3.5,3,4
CC(=O)N1CC(=O)N2[C@@H](CO)[C@H](c3ccc(C#Cc4cccnc4)cc3)[C@@H]2C1,0.6,nt,nt,nt,13,0.8,2,-3
O=c1[nH]cnc(O)c1C(c1cccc([N+](=O)[O-])c1)c1c(O)nc[nH]c1=O,0.1,-4,-43,-3,nt,1.7,-7,4
O=C(/C=C/c1ccc([N+](=O)[O-])cc1)Nc1cccc(S(=O)(=O)NC2=NCCCCC2)c1,0.0,-39,-19,5,-7,1.8,-18,-12
CC1=C(C(=O)OCC2CCCO2)C(c2ccccc2)C2=C(CC(C)(C)CC2=O)N1 (stereo not drawn),0.3,10,13,-2,nt,0.6,-5,-1
CC(=O)c1c(C)[nH]c(C(=O)N2CCN(c3ncccn3)CC2)c1C,0.0,2,18,-3,-1,0.1,-5,-7
O=C(NCc1ccccn1)c1ccc(-c2ccccc2)cc1,0.0,-66,-101,17,-6,-1.3,-10,-7
CCOC(=O)c1[nH]cnc1C(=O)NC1CCN(C(=O)OC(C)(C)C)CC1,-0.2,-1,-37,0,-6,1.0,nt,-5
CC[C@]12c3[nH]c4cc(CCC(=O)N(C)C)ccc4c3CCN1C(=O)[C@@H](CC(=O)NCc1ccco1)C[C@@H]2C(=O)N1CCN(C(=O)C2CC2)CC1,0.0,-3,-22,-2,25*,-1.4,0,11
O=C(NCCCn1cccn1)C1CCC(=O)N(Cc2cccc(C(F)(F)F)c2)C1 (stereo not drawn),0.0,4,6,-3,3,4.0,-2,3
C[C@@H]1CN([C@H](C)CO)C(=O)c2cc(NS(=O)(=O)c3cn(C)cn3)ccc2O[C@@H]1CN(C)Cc1ccc2c(c1)OCO2,0.0,6,nt,5,-9,1.6,5,4
O=C(NCc1ccncc1)[C@@H]1CCCN1C(=O)[C@@H]1CCCN1C(=O)c1c(F)cccc1F,-0.1,-8,9,nt,11,-2.4,0,3
Nc1nc(-c2ccc(S(=O)(=O)N3CCCCC3)cc2)cs1,0.0,4,9,7,-5,1.9,13,14

# Compounds from the list above with a COOH group (2):
SMILES,Xi reactivation,EWS-Fli inh,PAX8 inh HTS,ARNT-TACC3 inh,DENV2 CPE,CFTR F508del cor,GSIS activator,ERp5 block
Cc1ccccc1C(=O)O,nt,4,nt,nt,1,-1.1,-6,2
O=C(O)C1C2C=CC3(CN(C/C=C/c4ccccc4)C(=O)C13)O2 (stereo not drawn),nt,nt,-3,0,nt,nt,1,-5

# Continuation:
SMILES,Xi reactivation,EWS-Fli inh,PAX8 inh HTS,ARNT-TACC3 inh,DENV2 CPE,CFTR F508del cor,GSIS activator,ERp5 block
CC1CC(Nc2ccccc2)c2ccccc2N1C(=O)c1ccco1 (stereo not drawn),0.0,5,23,22,2,1.8,-16,2
Cc1ccc(S(=O)(=O)NCC(=O)OCC(=O)N(Cc2ccccc2)C(C)(C)C)cc1,0.6,7,12,-3,93*,-0.3,nt,-1
CO[C@@H]1CN(C)C(=O)c2ccc(NC(=O)C3CC3)cc2OC[C@@H](C)N(C(=O)c2ccccc2F)C[C@@H]1C,-0.1,-2,nt,nt,11,-1.3,0,nt
CC(C)C#Cc1ccc2c(c1)O[C@H](CN(C)C(=O)Cc1ccccn1)[C@@H](C)CN([C@@H](C)CO)S2(=O)=O,0.0,3,nt,2,-11,3.9,-2,-16
COc1cc(NS(=O)(=O)c2ccc(N/C=C(\C=O)c3nc4ccccc4o3)cc2)nc(OC)n1,0.0,nt,14,5,nt,nt,7,nt
Cc1ccc(S(=O)(=O)CC(O)COc2ccc(C#N)cc2)cc1 (stereo not drawn),0.4,10,-4,-4,-7,1.3,1,-4

# 3 compounds already listed, sorted by the value under ARNT-TACC3 inh, descending.
compound	ARNT-TACC3 inh	CFTR F508del cor	GSIS activator	ERp5 block
CC1CC(Nc2ccccc2)c2ccccc2N1C(=O)c1ccco1 (stereo not drawn)	22	1.8	-16	2
Cc1ccc(S(=O)(=O)NCC(=O)OCC(=O)N(Cc2ccccc2)C(C)(C)C)cc1	-3	-0.3	nt	-1
Cc1ccc(S(=O)(=O)CC(O)COc2ccc(C#N)cc2)cc1 (stereo not drawn)	-4	1.3	1	-4
